HCT116 bCat-KO – beta-catenin-lacking colon tumor cell growth suppression. HCT116 beta-catenin knockout viability, CellTiter-Glo, 60 h; stronger effect = lower value. viability, % at 10 µM. 1.5% of 140,000 active;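 active = viability at or under a set limit, the compound median less 4 SD, cut at about 6% in these data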;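 note: 0% = Hyamine 1622 control at 20 µM and 100% = untreated cell control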
GALR2 blocker – GALR2 (human) receptor antagonism; inhibition, % at 4 µM; 0.39% of 140,000 active; AID 828; O43603; GALR2-expressing cells, antagonist mode; in the data active = inhibition above about 27%;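 note: cells stimulated with galanin 1-16 at roughly its EC80; 0% = agonist challenge control and 100% = basal control without agonist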
Target sequence (O43603 whole entry, looked up): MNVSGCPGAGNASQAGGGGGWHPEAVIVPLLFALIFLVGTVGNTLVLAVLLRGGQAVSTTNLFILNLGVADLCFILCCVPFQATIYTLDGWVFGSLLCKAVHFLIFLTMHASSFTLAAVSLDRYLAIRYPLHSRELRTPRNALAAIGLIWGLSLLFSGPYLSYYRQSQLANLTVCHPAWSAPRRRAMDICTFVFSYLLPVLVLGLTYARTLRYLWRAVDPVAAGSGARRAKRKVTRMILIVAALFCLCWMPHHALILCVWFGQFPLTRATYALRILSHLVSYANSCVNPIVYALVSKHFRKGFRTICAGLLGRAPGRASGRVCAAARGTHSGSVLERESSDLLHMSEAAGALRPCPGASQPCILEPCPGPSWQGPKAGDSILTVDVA
BB579 growth dn – chemicals that inhibit yeast BB579 growth in restrictive medium (lifespan-shortening candidates); S. cerevisiae BB579 growth, OD615, 48 h; inhibition, % at 10 µM; 0.51% of 140,000 active; AID 804;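 active = inhibition above a set limit, 3 SD over the mean compound inhibition, cut at about 44% in these data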; note: inactives centre near -24
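test system = yeast BB579 (DeaD) | buffer or medium = restrictive CSMM-D medium | doses = single compound dose of 10 µM, 0.25% DMSO final | times = 4 h preincubation and 48 h exposure at 30 °C | technique = culture absorbance at 615 nm | benchmarks = amphotericin B 10 µg/mL, positive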
NPY Y2 blocker – antagonists of human neuropeptide Y receptor Y2; inhibition, % at 2.7 µM; 0.99% of 140,000 active; NPY-Y2 expressing cells, antagonist mode; in the data active = inhibition above about 17%;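 note: 0% = vehicle with agonist challenge and 100% = reference antagonist with challenge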
Target sequence (P49146 whole entry, looked up): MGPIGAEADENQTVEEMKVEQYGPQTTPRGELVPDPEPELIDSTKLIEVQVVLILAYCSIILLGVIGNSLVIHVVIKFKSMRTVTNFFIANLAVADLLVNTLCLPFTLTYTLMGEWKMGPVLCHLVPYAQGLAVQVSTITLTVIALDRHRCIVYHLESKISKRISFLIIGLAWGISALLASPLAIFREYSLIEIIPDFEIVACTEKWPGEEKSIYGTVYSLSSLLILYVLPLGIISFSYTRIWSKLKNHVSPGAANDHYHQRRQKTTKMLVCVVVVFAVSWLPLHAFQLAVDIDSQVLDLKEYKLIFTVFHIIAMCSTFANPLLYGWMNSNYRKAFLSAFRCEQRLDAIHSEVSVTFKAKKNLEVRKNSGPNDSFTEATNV
Measles CPE – protection of cells from measles virus. Measles virus-infected cells, CPE protection, absorbance. 1.5% of 140,000 active. protection (pct of control), % at 4 µM; in the data active = protection mostly above about 24%, no sharp cut-off; inactive = mostly below about 26%; note: some compounds called inactive have numbers as strong as hits
E-sel TNF inh – blocks E-selectin expression induced by TNF alpha; HUVEC TNFa-induced E-selectin immunofluorescence, high content; inhibition, % at 2 µM; 0.71% of 120,000 active; AID 1246;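 active = inhibition above the batch mean plus 3 SD, and confirmed as a hit on visual image review, cut at about 43% in these data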;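 note: 0% = TNF-stimulated DMSO wells and 100% = unstimulated control wells; not every result past the cut was called active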
MRP-1 activ – activates MRP-1; H69AR cells + doxorubicin, viability rescue, CellTiter-Glo; viability increase, % at 10 µM; 0.61% of 140,000 active;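 active = viability gain under doxorubicin at or above a set limit, the compound median plus 3 SD, cut at about 4.7% in these data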;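 note: MRP-1 overexpressing cells given doxorubicin 25 µM after compound pretreatment; 18-22 h compound pretreatment then 72 h with doxorubicin before readout; 0% = doxorubicin-only wells and 100% = vehicle-treated cells without doxorubicin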
PTEN del growth – growth suppressors of cells with PTEN tumor suppressor deletion. HCT116 PTEN-null viability, CellTiter-Glo, 60 h; stronger effect = lower value. viability, % at 10 µM. 1.2% of 140,000 active. AID 827;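 active = viability at or below a set limit, 4 SD under the median of all tested compounds, cut at about 3.7% in these data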;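 note: PTEN knockout HCT116 line with beta catenin targeted HCT116 as companion control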
Yeast lifespan up – yeast lifespan extension; S. cerevisiae growth with nicotinamide, OD615; deaD strain in restrictive glucose medium; inhibition of the nicotinamide effect, % at 10 µM; 0.68% of 130,000 active; AID 775;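 active = inhibition above a set limit, placed 3 SD over the median of all compounds, cut at about 26% in these data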;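 note: 0% = nicotinamide-treated wells and 100% = cells grown without nicotinamide; some compounds called inactive have numbers as strong as hits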
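Assay system: engineered S. cerevisiae DeaD replicative-lifespan strain, galactose-grown log-phase cells; Buffer or medium: CSMM-D glucose medium, restrictive; Probe or stimulus: nicotinamide 1.5 mM; Compound: single dose 10 µM compound, 0.25% DMSO; Schedule: 4 h preincubation then 48 h treatment at 30 °C; Technique: OD615 measurement.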
Phagocytosis inh – inhibitors of macrophage phagocytosis. AID 1029. inhibition, % at 5 µM. 0.07% of 110,000 active. J774A.1 macrophage IgG-bead phagocytosis, imaging;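 active = inhibition above the mean of the plate negative controls plus 5 SD, cut at about 13% in these data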;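 note: phagocytic index as fraction of beads internalized from green versus red external bead signal; plate controls were DMSO negative control for no effect and cytochalasin-D positive control for full effect; some results beyond the cut were filed as inactive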
An asterisk follows results filed as active.

Results for COc1cc(C(=O)NCc2nnc(SCC(=O)Nc3nc4ccc(C)cc4s3)o2)cc(OC)c1OC ?
HCT116 bCat-KO: 77; GALR2 blocker: -20; BB579 growth dn: -6; NPY Y2 blocker: 1; Measles CPE: 3; MRP-1 activ: -1.8; PTEN del growth: 88; Yeast lifespan up: -6; Phagocytosis inh: 0

What do the screens show for `O=C(CCC(=O)c1ccc(F)cc1)Nc1cccc(S(=O)(=O)Nc2cccc(Cl)c2)c1`?
HCT116 bCat-KO: 75; GALR2 blocker: 2; BB579 growth dn: -32; NPY Y2 blocker: -4; Measles CPE: 11; E-sel TNF inh: -15; MRP-1 activ: 2.1; PTEN del growth: 77; Yeast lifespan up: 13; Phagocytosis inh: 4

How did Cc1ccc([N+](=O)[O-])cc1S(=O)(=O)N(C(=O)c1ccncc1)c1ccc2oc3c(c2c1)CCCC3 do in these assays?
HCT116 bCat-KO: 91; GALR2 blocker: -3; BB579 growth dn: -2; NPY Y2 blocker: 10; Measles CPE: 4; MRP-1 activ: -1.2; PTEN del growth: 107; Yeast lifespan up: -3; Phagocytosis inh: -1

How did COc1cccc2sc(Nc3nc4ccc(NC(C)=O)cc4s3)nc12 do in these assays?
HCT116 bCat-KO: 13; GALR2 blocker: 4; BB579 growth dn: -49; NPY Y2 blocker: -2; Measles CPE: 7; MRP-1 activ: 0.4; PTEN del growth: 9; Yeast lifespan up: -2; Phagocytosis inh: 10

Results for CCCOc1ccc(Br)cc1CSC(=N)N ?
HCT116 bCat-KO: 12; GALR2 blocker: 19; BB579 growth dn: -5; NPY Y2 blocker: 10; Measles CPE: 2; MRP-1 activ: -2.2; PTEN del growth: 13; Yeast lifespan up: 1; Phagocytosis inh: 4

What do the screens show for `O=C(CN1CCN(C(=O)c2ccccc2F)CC1)Nc1ccc(Br)cc1`?
HCT116 bCat-KO: 85; GALR2 blocker: -3; BB579 growth dn: -36; NPY Y2 blocker: -1; Measles CPE: 38; MRP-1 activ: 0.4; PTEN del growth: 90; Yeast lifespan up: 2; Phagocytosis inh: -1

What do the screens show for `CCN(CCO)Cc1csc2ccc(Br)cc12`?
HCT116 bCat-KO: 86; GALR2 blocker: 7; BB579 growth dn: -35; NPY Y2 blocker: 6; Measles CPE: 10; E-sel TNF inh: -16; MRP-1 activ: -3.1; PTEN del growth: 84; Yeast lifespan up: -8; Phagocytosis inh: 2

Results for COc1ccc(S(=O)(=O)N2CCC(C(=O)Nc3nnc(CCN4CCCCC4)s3)CC2)cc1 ?
HCT116 bCat-KO: 91; GALR2 blocker: -1; BB579 growth dn: -32; NPY Y2 blocker: 4; Measles CPE: 9; E-sel TNF inh: -20; MRP-1 activ: 0.2; PTEN del growth: 111; Yeast lifespan up: 8; Phagocytosis inh: 1

How did Cn1c(C(C#N)/C(=N\S(=O)(=O)c2cccs2)c2ccccc2)nc2ccccc21 (stereo not given) do in these assays?
HCT116 bCat-KO: 90; GALR2 blocker: -1; BB579 growth dn: -76; NPY Y2 blocker: 4; Measles CPE: 19; MRP-1 activ: -1.5; PTEN del growth: 96; Yeast lifespan up: 0; Phagocytosis inh: 1

What do the screens show for `CCN(CC)S(=O)(=O)C1CCS(=O)(=O)C1` (stereo not given)?
HCT116 bCat-KO: 99; GALR2 blocker: 0; BB579 growth dn: 6; NPY Y2 blocker: 1; Measles CPE: 1; MRP-1 activ: -0.1; PTEN del growth: 103; Yeast lifespan up: -8; Phagocytosis inh: 0

What do the screens show for `CCC(c1nnnn1C1CCCCC1)N1CCN(C2CCCC2)CC1` (stereo not given)?
HCT116 bCat-KO: 68; GALR2 blocker: 5; BB579 growth dn: -6; NPY Y2 blocker: 27*; Measles CPE: 6; MRP-1 activ: -0.2; PTEN del growth: 80; Yeast lifespan up: -15; Phagocytosis inh: -2

What do the screens show for `Clc1ccc(-c2c[n+](Cc3cccc(Cl)c3)c3n2CCC3)cc1`?
HCT116 bCat-KO: 71; GALR2 blocker: -7; BB579 growth dn: -1; NPY Y2 blocker: 2; Measles CPE: 10; E-sel TNF inh: 24; MRP-1 activ: -1.6; PTEN del growth: 60; Yeast lifespan up: -3

What do the screens show for `Cc1c(C(=O)N/N=C/C(C)C)[nH]c2ccc([N+](=O)[O-])cc12`?
HCT116 bCat-KO: 91; GALR2 blocker: 2; BB579 growth dn: -36; NPY Y2 blocker: 0; Measles CPE: 7; E-sel TNF inh: 9; MRP-1 activ: -3.8; PTEN del growth: 92; Yeast lifespan up: -4

Results for COCCNS(=O)(=O)c1cccc2cccnc12 ?
HCT116 bCat-KO: 83; BB579 growth dn: 20; Measles CPE: 1; MRP-1 activ: -2.1; PTEN del growth: 89; Yeast lifespan up: -9; Phagocytosis inh: 0

What do the screens show for `COc1cc(C(=O)NCCc2nc3ccccc3n2C)cc(OC)c1OC`?
HCT116 bCat-KO: 103; GALR2 blocker: -11; BB579 growth dn: -19; NPY Y2 blocker: 3; Measles CPE: 2; E-sel TNF inh: -4; MRP-1 activ: -2.6; PTEN del growth: 98

What do the screens show for `c1ccc(Nc2cccc(Nc3ccccc3)n2)cc1`?
HCT116 bCat-KO: 86; GALR2 blocker: -3; BB579 growth dn: -26; NPY Y2 blocker: -3; Measles CPE: 12; E-sel TNF inh: -8; MRP-1 activ: -0.1; Yeast lifespan up: -8; Phagocytosis inh: 0

Results for Cn1c(=O)n(-c2ccccc2)c(=O)c2c3c(sc21)COC(C)(C)C3 ?
HCT116 bCat-KO: 87; GALR2 blocker: -5; BB579 growth dn: -29; NPY Y2 blocker: 3; Measles CPE: 18*; MRP-1 activ: -1.0; PTEN del growth: 91; Yeast lifespan up: -5; Phagocytosis inh: 1

What do the screens show for `O=C(NCc1ccc2c(c1)OCO2)c1cc2c(s1)CSC2`?
HCT116 bCat-KO: 90; GALR2 blocker: -7; BB579 growth dn: -11; NPY Y2 blocker: 2; Measles CPE: 13; E-sel TNF inh: 14; MRP-1 activ: -1.0; PTEN del growth: 89; Yeast lifespan up: -4

What do the screens show for `COc1cc2c(cc1OC)CN(Cc1cc(=O)oc3c(C)c(C)ccc13)CC2`?
HCT116 bCat-KO: 89; GALR2 blocker: 2; BB579 growth dn: -29; NPY Y2 blocker: 1; Measles CPE: 7; E-sel TNF inh: 42; MRP-1 activ: 3.6; PTEN del growth: 84; Yeast lifespan up: -3; Phagocytosis inh: -6

What do the screens show for `CC(C)NS(=O)(=O)c1ccc(OCC(=O)Nc2ccc3c(c2)OCO3)c(Cl)c1`?
HCT116 bCat-KO: 104; GALR2 blocker: 3; BB579 growth dn: 12; NPY Y2 blocker: -1; Measles CPE: 36; E-sel TNF inh: 10; MRP-1 activ: -1.0; PTEN del growth: 86; Yeast lifespan up: -10; Phagocytosis inh: -1

Results for Cc1cc(C)n2c(SCC(=O)Nc3cc(C)on3)nnc2n1 ?
HCT116 bCat-KO: 101; GALR2 blocker: 8; BB579 growth dn: -31; NPY Y2 blocker: 0; Measles CPE: 5; E-sel TNF inh: -2; MRP-1 activ: 0.9; PTEN del growth: 98; Yeast lifespan up: -3

How did Nc1nc(COc2ccc3ccccc3c2)cs1 do in these assays?
HCT116 bCat-KO: 76; GALR2 blocker: -6; BB579 growth dn: 7; NPY Y2 blocker: 2; Measles CPE: 47; E-sel TNF inh: 22; MRP-1 activ: 0.3; PTEN del growth: 73; Yeast lifespan up: -19; Phagocytosis inh: 0

Results for O=C(NC(Cc1ccccc1)C(=O)N1CCN(c2ccccn2)CC1)c1ccco1 (stereo not given) ?
HCT116 bCat-KO: 93; GALR2 blocker: 0; BB579 growth dn: -26; NPY Y2 blocker: 5; Measles CPE: 6; E-sel TNF inh: 5; MRP-1 activ: 1.4; PTEN del growth: 93; Yeast lifespan up: 5; Phagocytosis inh: -1

Results for CCCCCCNCC1OCc2ccccc2CO1 ?
HCT116 bCat-KO: 89; GALR2 blocker: -1; BB579 growth dn: -18; NPY Y2 blocker: 4; Measles CPE: 12; E-sel TNF inh: 11; MRP-1 activ: -2.5; PTEN del growth: 96; Yeast lifespan up: 3; Phagocytosis inh: -7

What do the screens show for `Cc1ccc(S(=O)(=O)NC(=O)Nc2nnc(C)s2)cc1`?
HCT116 bCat-KO: 94; GALR2 blocker: 2; BB579 growth dn: -14; NPY Y2 blocker: 0; Measles CPE: 11; E-sel TNF inh: 26; MRP-1 activ: -0.8; PTEN del growth: 97; Yeast lifespan up: -6; Phagocytosis inh: 2

How did COc1ccc(C(=O)NC(=S)N2CCN(c3ccc([N+](=O)[O-])cc3)CC2)cc1 do in these assays?
HCT116 bCat-KO: 73; GALR2 blocker: 10; BB579 growth dn: -35; NPY Y2 blocker: 7; Measles CPE: 9; MRP-1 activ: -2.8; PTEN del growth: 78; Yeast lifespan up: 13; Phagocytosis inh: -2

What do the screens show for `COc1ccc(OC)c(NC(=O)CN2CCN(C(=O)c3ccco3)CC2)c1`?
HCT116 bCat-KO: 102; GALR2 blocker: 3; BB579 growth dn: -6; NPY Y2 blocker: 0; Measles CPE: 12; MRP-1 activ: -2.3; PTEN del growth: 102; Yeast lifespan up: -10; Phagocytosis inh: 0

What do the screens show for `CCOc1ccc(/C(O)=C2/C(=O)C(=O)N(CCCn3ccnc3)C2c2cccs2)cc1Cl` (stereo not given)?
HCT116 bCat-KO: 90; GALR2 blocker: 5; BB579 growth dn: -15; NPY Y2 blocker: 4; Measles CPE: 7; E-sel TNF inh: 1; MRP-1 activ: 1.8; PTEN del growth: 102; Yeast lifespan up: -17; Phagocytosis inh: 4

Results for Cn1c(=O)c2c(-c3ccccc3F)c3c(nc2n(C)c1=O)-c1ccccc1C3O (stereo not given) ?
HCT116 bCat-KO: 103; GALR2 blocker: 13; BB579 growth dn: -18; NPY Y2 blocker: -1; Measles CPE: 6; E-sel TNF inh: 1; MRP-1 activ: -2.3; PTEN del growth: 90

What do the screens show for `Cc1ccc(NS(=O)(=O)N(C)C)cc1`?
HCT116 bCat-KO: 96; GALR2 blocker: 11; BB579 growth dn: -8; NPY Y2 blocker: 2; Measles CPE: 15; E-sel TNF inh: -7; MRP-1 activ: 0.2; PTEN del growth: 99

How did Clc1ccc(OCCCNCc2ccccc2)c(Br)c1 do in these assays?
HCT116 bCat-KO: 1.2*; GALR2 blocker: -4; BB579 growth dn: 19; NPY Y2 blocker: 8; Measles CPE: 17; E-sel TNF inh: 8; MRP-1 activ: -5.2; PTEN del growth: 1.7*; Yeast lifespan up: -2; Phagocytosis inh: 0

How did COc1ccc(OC)c(NC(=O)c2c(NC(=O)CNCc3ccco3)sc3c2CCC3)c1 do in these assays?
HCT116 bCat-KO: 90; GALR2 blocker: -7; BB579 growth dn: -76; NPY Y2 blocker: 2; Measles CPE: 2; E-sel TNF inh: 6; MRP-1 activ: -1.2; PTEN del growth: 79; Yeast lifespan up: -6; Phagocytosis inh: 0

Results for C=CCn1c(SCn2nnc3ccccc3c2=O)nnc1-c1ccc(Cl)cc1 ?
HCT116 bCat-KO: 86; GALR2 blocker: -6; BB579 growth dn: -28; NPY Y2 blocker: 3; Measles CPE: 21; E-sel TNF inh: -16; MRP-1 activ: -2.4; PTEN del growth: 77; Yeast lifespan up: -3; Phagocytosis inh: 0

Compound activity as filed in PubChem.
